GPR151 ag: activators of human GPR151, primary screen, cell-based, PathHunter beta-arrestin, luminescence | PathHunter beta-arrestin GPR151 cells | activation, % at 11.2 µM | actives 1% (n = 650,000); in the data active means activation above about 4.9%;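 further: 0% = median of compound wells and 100% = cells with positive control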
Target sequence (Q8TDV0 whole entry, looked up): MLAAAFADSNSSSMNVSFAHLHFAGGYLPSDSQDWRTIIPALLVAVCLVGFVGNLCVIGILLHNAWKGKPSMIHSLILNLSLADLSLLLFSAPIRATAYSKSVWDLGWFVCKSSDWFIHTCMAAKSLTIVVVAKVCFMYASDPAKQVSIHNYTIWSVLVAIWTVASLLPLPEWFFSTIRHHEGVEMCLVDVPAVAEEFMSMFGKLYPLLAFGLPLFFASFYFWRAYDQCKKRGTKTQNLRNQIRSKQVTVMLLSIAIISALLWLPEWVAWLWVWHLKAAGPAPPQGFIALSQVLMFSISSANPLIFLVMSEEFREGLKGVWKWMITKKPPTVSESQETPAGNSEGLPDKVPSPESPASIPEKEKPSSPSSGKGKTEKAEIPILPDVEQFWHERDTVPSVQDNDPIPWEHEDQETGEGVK
FBW7 act: FBW7 E3 ligase activators, primary screen, biochemical, AlphaScreen, human | AlphaScreen FBW7–phospho-cyclin E peptide binding, activator screen | AID 1259310, 2017 | actives 0.13% (n = 650,000) | normalized activity (activation), % at 26.1 µM | F-box/WD repeat-containing protein 7 (Homo sapiens), Q969H0; in the data active means normalized activity above about 1.9%;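 further: purified mutant Fbw7 with reduced substrate affinity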
TEAD-YAP inh: TEAD-YAP interaction inhibition, primary screen, TEAD-YAP interaction inhibitor project, luminescence, HEK-TIYL cells; TEAD-Gal4/YAP UAS-luciferase luminescence; inhibition, % at 9.12 µM; actives 1.4% (n = 640,000); AID 1259422, 2018; in the data active means inhibition above about 32%;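 further: 0% = median of test compound wells and 100% = reference inhibitor wells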
MITF inh: MITF inhibitors, primary screen, biochemical, AlphaScreen, human; inhibition, % at 2.6 µM; actives 0.91% (n = 650,000); AlphaScreen MITF homodimerization, bead proximity signal; Microphthalmia-associated transcription factor (Homo sapiens), O75030; in the data active means inhibition above about 50%;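 further: 0% = vehicle wells with protein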
Target sequence (O75030 whole entry, looked up): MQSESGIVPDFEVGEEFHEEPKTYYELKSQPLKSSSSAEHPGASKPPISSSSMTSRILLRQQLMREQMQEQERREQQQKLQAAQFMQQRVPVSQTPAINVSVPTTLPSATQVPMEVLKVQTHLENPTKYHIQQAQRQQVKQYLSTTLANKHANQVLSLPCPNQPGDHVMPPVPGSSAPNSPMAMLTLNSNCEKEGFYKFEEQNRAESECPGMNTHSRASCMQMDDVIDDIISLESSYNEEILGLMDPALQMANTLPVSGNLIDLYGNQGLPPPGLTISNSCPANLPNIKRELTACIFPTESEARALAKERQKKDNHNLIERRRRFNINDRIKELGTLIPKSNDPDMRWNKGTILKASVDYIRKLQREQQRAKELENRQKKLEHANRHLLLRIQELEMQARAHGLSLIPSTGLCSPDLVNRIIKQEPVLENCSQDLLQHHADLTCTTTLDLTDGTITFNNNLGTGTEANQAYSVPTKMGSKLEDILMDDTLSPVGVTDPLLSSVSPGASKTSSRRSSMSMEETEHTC
The depositor's hits bear a star.

SMILES | GPR151 ag | FBW7 act | TEAD-YAP inh | MITF inh
O=C(Nc1ccc(F)c(F)c1F)c1ccncc1 | 0.1 | -0.2 | 8 | 2
Cc1ccc(C2SCC(C(=O)O)N2C(=O)c2cccc(Cl)c2)cc1 (centres undefined) | 0.9 | 0.2 | 2 | 3
COc1ccc(CN2CCN(C3CCN(Cc4ccccc4)CC3)CC2)cc1 | 1.3 | 0.1 | -2 | 19
Cc1ccc(NC(=O)c2sc3nc4c(c(-c5ccco5)c3c2N)CCC4)cc1 | 0.7 | 0.2 | 2 | -2
Cc1ccc(-c2c(N3CCN(c4ccccn4)CC3)c(=O)c2=O)cc1 | 0.0 | -0.1 | 2 | 9
C/C(=C\C(=O)C(F)(F)C(F)(F)C(F)(F)F)NNC(=O)c1ccccc1O | -0.5 | 0.2 | -33 | 1
CC1=C(C(=O)OC(C)C)C(c2ccccc2Br)CC(=O)N1 (centres undefined) | 2.1 | 0.2 | 4 | 20
CC1CN(c2ccc([N+](=O)[O-])cc2)CCN1S(=O)(=O)c1cccc2nsnc12 (centres undefined) | 0.3 | 0.1 | 12 | 6
CCOC(CNC(=O)CNC(=O)Cn1cnc2sc(C)c(C)c2c1=O)OCC | -1.5 | 0.1 | -14 | -5
O=C(O)CC(c1ccccc1)(c1ccccc1)c1ccccc1 | -0.3 | 0.2 | 6 | 0
CCOC(=O)c1ccc(NS(=O)(=O)c2ccc(OCC(=O)OC)c(Cl)c2)cc1 | -1.2 | 0.5 | -1 | 12
COCCNCCCCOc1cc(C)ccc1C(C)(C)C | -1.1 | 0.0 | -4 | 39
CCCCOc1ccc(Cc2c(O)nc(SC)[nH]c2=O)cc1 | 0.0 | -0.3 | -4 | -16
COc1ccc2c(c1)CC(C(=O)Nc1ccc(-c3cn[nH]c3)cc1C(=O)N(C)CCN(C)C)CO2 (centres undefined) | -0.5 | 0.2 | 4 | 22
COc1ccc(Cl)cc1C(=O)C1CCCN(Cc2ccc(NC(C)=O)cc2)C1 (centres undefined) | 3.4 | 0.0 | -1 | -7
COc1ccc(/C(C)=N/N)cc1CN1CCOCC1 | 0.2 | -0.2 | -3 | 5
Cc1cc(C)c(OCCCCN2CCNCC2)c(Cl)c1 | -0.9 | -0.1 | -10 | 70*
Oc1c(C(c2cccnc2)N2CCCCC2)ccc2cccnc12 (centres undefined) | 0.2 | -0.3 | 14 | 92*
O=C1NC(=O)C(Cc2ccccc2)(C2CCN(Cc3cccn3-c3nccs3)CC2)N1 (centres undefined) | -0.6 | 0.0 | -4 | -3
O=C(c1cccc(F)c1)N1CCN(c2ccc(C(F)(F)F)cc2[N+](=O)[O-])CC1 | 2.4 | 0.0 | 0 | 7
CCn1ncc(CN(C)C(=O)NC23CC4CC(CC(C4)C2)C3)c1C | -0.8 | 0.0 | 13 | 2
CCc1ccc(C(C(=O)NC(C)(C)C)N(C(=O)c2csnn2)C2CC2)cc1 (centres undefined) | 0.7 | 0.1 | 11 | 14
CCCC(=O)Nc1c2c(nn1-c1ccc(F)cc1)CSC2 | 1.5 | 0.1 | -6 | 8
COC(=O)c1oc2ccc(Br)cc2c1NC(=O)CN1CCN(C)CC1 | 0.0 | -0.2 | -1 | 0
C=CCN1C(=O)/C(=C/c2ccco2)S/C1=N/S(=O)(=O)c1ccc(F)cc1 | 1.9 | -0.9 | 9 | 23
O=C(Nc1ccc2[nH]ncc2c1)c1ccc(O[C@H]2CCNC2)nc1 | -0.8 | -0.2 | 4 | -2
O=C(Cc1cc(F)cc(F)c1)N1CCc2nc3ccccn3c(=O)c2C1 | -1.0 | -0.2 | 2 | -2
CCCCOc1ccc(C2=N/C(=C\c3ccc(F)cc3)C(=O)O2)cc1 | 2.0 | 0.1 | 8 | 3
CC(=O)NS(=O)(=O)c1ccc(NC(=O)C(F)(Cl)C(F)(F)F)cc1 (centres undefined) | 1.4 | 0.0 | 17 | 5
O=C(CN1CCC(NC(=O)C2CCCCC2)CC1)Nc1ccccc1 | 0.2 | 0.1 | 6 | 0
CCc1ccc(NC(=O)CSc2nncc(=O)[nH]2)cc1 | -0.8 | 0.0 | 18 | 4
COc1cc(-c2nc3ccccc3c(=O)n2NC(=O)Cc2ccc(Cl)cc2)cc(OC)c1OC | -0.2 | 0.0 | -1 | -11
CN(C)[C@@H]1CCN(Cc2cccc(Cl)c2)C[C@@H]1CCC(=O)N1CCCCC1 | -0.2 | 0.1 | 9 | 6
Cc1ccc(OCC(=O)Nc2sc3c(c2C(N)=O)CCCC3)cc1 | 0.1 | 0.1 | -13 | 13
CCN(CC)c1ccc(N=Nc2ncn[nH]2)cc1 | -1.0 | -2.0 | 44* | 36
COc1c[nH]c(C(=O)Nc2ccc(C(C)C)cc2)cc1=O | 2.3 | -0.2 | 5 | 4
O=C(Nc1cccc2ccccc12)C1CC2c3ccccc3C1c1ccccc12 (centres undefined) | -0.3 | 0.2 | -2 | 19
CCOC(=O)C1=C(c2ccccc2)Nc2ncnn2C1c1ccc(OC)cc1OC (centres undefined) | -0.5 | -0.2 | 4 | 4
O=C(Nc1ccc(F)cc1F)c1sc2ccccc2c1Cl | -1.3 | 0.1 | -35 | 8
COc1cccc(NC(=O)Cn2c3c(c4ccccc42)CCC3)c1OC | -0.4 | 0.1 | 19 | 11
CSc1ccccc1NC(=O)Cn1c(NCC(C)O)nc2ccccc21 (centres undefined) | -0.4 | -0.1 | -2 | -10
O=C(NC(=S)NC1CCS(=O)(=O)C1)C1CCCCC1 (centres undefined) | 0.5 | -0.1 | -4 | -7
Cc1ccc(S(=O)(=O)NCc2ccsc2)c(C)c1 | -1.2 | -0.1 | -18 | 7
CC(C)Cn1c(SCC(=O)c2ccc(Br)cc2)nc2c1c(=O)[nH]c(=O)n2C | 2.4 | -0.2 | -1 | -4
Cc1ccc(C)c(S(=O)(=O)N2CCN3C(=O)[C@@H](C)NC(=O)[C@H]3C2)c1 | 1.5 | -0.2 | -2 | -13
COc1ccc(CCC(=O)NCCc2cn3c(C)csc3n2)cc1 | 0.8 | 1.4 | -4 | 0
CC(NC(=O)/C(C#N)=C/c1ccc(N2CCOCC2)cc1)c1ccccc1 (centres undefined) | 3.5 | 0.3 | -2 | 5
CC(C)n1c(Nc2ncccn2)nc2c(NCCN3CCOCC3)ncnc21 | 1.4 | -0.1 | 5 | 3
Cc1nc2c(-c3ccccc3)c(C)nn2c(C)c1CC(=O)O | 3.3 | 0.0 | -10 | 4
CCC12c3ccccc3C(c3ccccc31)C1C(=O)N(c3ccc(Cl)c(C(=O)O)c3)C(=O)C12 (centres undefined) | 1.5 | 0.5 | 10 | 7
CCOC(=O)c1c(NC(C)=O)sc2c1CCC(C)C2 (centres undefined) | 1.2 | 0.2 | 0 | 8
COc1ccc(CC(NC=O)c2ccc(OC)c(OC)c2)cc1OC (centres undefined) | -0.2 | 0.1 | 5 | 13
O=C(NN=C1CCCCC1)C(O)(c1ccccc1)c1ccccc1 | 9.9* | -0.1 | 6 | -1
CCOC(=O)C1CCC(CN(Cc2ccccc2)S(=O)(=O)c2ccc([N+](=O)[O-])cc2)CC1 (centres undefined) | -0.3 | -0.1 | 0 | 0
O=[N+]([O-])c1cc(Cl)c2cccnc2c1O | 0.4 | -0.7 | 8 | 13
CCC(Sc1nc2ccccc2c(=O)n1CCC(=O)NCCc1ccc(OC)c(OC)c1)C(=O)NCCCOC (centres undefined) | -0.4 | -0.1 | 5 | -2
COc1cc(OC)cc(C(=O)N(c2ccc(C)cc2)C2C=CS(=O)(=O)C2)c1 (centres undefined) | 0.9 | 0.1 | 12 | 4
Nc1cc2ccccc2cc1C(=O)OCC(=O)NC12CC3CC(CC(C3)C1)C2 | 0.7 | 0.1 | -6 | -11
COc1cc(/C=C/C(=O)OCC(=O)Nc2ccc([N+](=O)[O-])cc2C#N)ccc1O | -0.8 | 0.6 | 10 | 72*
CCOc1cc(C(=S)N2CCOCC2)ccc1OS(=O)(=O)c1ccc(OC)cc1 | -0.1 | -0.2 | 5 | -8
More results follow:
SMILES | GPR151 ag | FBW7 act | TEAD-YAP inh | MITF inh
COc1ccc(C(=O)NCCc2nc3ccccc3[nH]2)cc1OC | 0.6 | 0.0 | -1 | -18
c1ccc(-n2nnnc2N2CCCC2c2nc3ccccc3s2)cc1 (centres undefined) | -0.4 | -0.2 | 7 | -16
COc1ccc(-n2cc(-c3ccc(C)cc3)nc2SCC(=O)Nc2ccccc2Cl)cc1 | 0.6 | 0.0 | -10 | -3
CC(=O)c1ccc(OCCCN2CCCCC2)cc1 | -1.2 | 0.4 | -8 | 24
CC(=O)c1ccc(NC(=O)N2CCC(N3CCCCC3)CC2)cc1 | -0.3 | 0.0 | -5 | 2
CCCc1cc(C(=O)N2CCN(Cc3cccc(OC)c3)CC2)cs1 | -0.6 | 0.1 | 8 | 19
O=C(Nc1nnc(-c2cccnc2)s1)c1ccccc1I | -2.5 | 0.6 | -7 | 17
c1ccc(CNc2nc(Nc3ccccc3)nc3c2ncn3-c2ccsc2)cc1 | 1.2 | -0.2 | 1 | 11
COc1cc(C2C(C(N)=O)=C(C)Nc3nc(-c4ccccc4)nn32)cc(OC)c1OC (centres undefined) | 3.7 | 0.0 | -7 | 8
COC(=O)c1ccc(CSc2n[n+]3c(C)ccnc3s2)cc1 | -1.4 | 1.0 | -20 | 15
O=C(Nc1ccc(Cl)c(C(F)(F)F)c1)C(Cc1ccccc1)N1C(=O)c2ccccc2C1=O (centres undefined) | 1.2 | -0.1 | -4 | -8
N#CC(=C1CCCC1)c1nc(-c2ccc(Cl)cc2)cs1 | 0.1 | 0.1 | -7 | 11
CC1(C)Cc2ccccc2/C(=C/C(=O)C(=O)N2CCCCC2)N1 | -0.1 | -0.1 | 5 | 12
CC(=O)N1C(=O)C(=O)c2cc(S(=O)(=O)N3CCC(C)CC3)ccc21 | -1.1 | -0.1 | -3 | 0
CCCCn1c(=O)c2c(nc3n(C4CCCCC4)c(C)c(C)n23)n(C)c1=O | -1.3 | 0.2 | -7 | 12
Cc1ccc(C(c2sc3ncnn3c2O)N2CCOCC2)cc1 (centres undefined) | -0.5 | -0.1 | -1 | 5
CCCOc1ccc(CNC(=O)C2CCN(c3nn4c(=O)cc(C)nc4s3)CC2)cc1 | -1.2 | 0.8 | 1 | 4
COc1ccc(-n2c(C)c(C)n3c4c(=O)n(CC(N)=O)c(=O)n(C)c4nc23)cc1 | -1.2 | 0.2 | 10 | 0
NC(=O)c1cccc(NC(=O)c2ccccc2-n2cc(NC(=O)C3COc4ccccc4O3)cn2)c1 (centres undefined) | -1.4 | 0.0 | -5 | 18
COc1ccc(CCN=Cc2c(C)[nH]n(-c3ccc([N+](=O)[O-])cc3)c2=O)cc1OC | -1.3 | -0.1 | 4 | 13

Single records, as listed above. Order of screens: GPR151 ag	FBW7 act	TEAD-YAP inh	MITF inh
Record of CC(=O)N1C(=O)C(=O)c2cc(S(=O)(=O)N3CCC(C)CC3)ccc21 → -1.1	-0.1	-3	0
Record of COc1ccc(-n2c(C)c(C)n3c4c(=O)n(CC(N)=O)c(=O)n(C)c4nc23)cc1 → -1.2	0.2	10	0
Record of c1ccc(CNc2nc(Nc3ccccc3)nc3c2ncn3-c2ccsc2)cc1 → 1.2	-0.2	1	11

(further entries)
SMILES | GPR151 ag | FBW7 act | TEAD-YAP inh | MITF inh
CCN(CC)C(=O)c1sc2nc(-c3cccs3)cc(C(F)(F)F)c2c1N | -0.5 | 0.0 | -2 | -7
CC(=O)n1cc(/C=C(\C)[N+](=O)[O-])c2ccccc21 | 0.0 | -0.6 | 16 | -7
Cc1ccc(C)c(OCC(O)CN2CCCCC2)c1 (centres undefined) | -0.4 | 0.2 | 14 | 10
CC(C)C(=O)Nc1ccc2[nH]c(=O)[nH]c2c1 | 0.7 | -0.1 | 0 | -7
CCN1CCN(C(=O)c2cccc(F)c2)CC1 | 0.1 | -0.1 | -8 | -9
CCCCN(CCCC)C(=S)SCC(=O)n1c2ccccc2c2ccccc21 | 0.9 | 0.0 | 2 | 11
Cc1cccc(NC(=O)CSc2nnnn2C2CCCCC2)c1 | -1.1 | 0.1 | 7 | 6
C=CCOc1ccc(C2/C(=C(/O)c3ccc(OC)cc3)C(=O)C(=O)N2CCN(C)C)cc1 (centres undefined) | 0.5 | 0.5 | 7 | 20
COc1ccc(NC(=O)C2C3CCC(C3=C(C)C)C2C(=O)O)cc1 (centres undefined) | 5.5* | -0.1 | -5 | -5

Look-ups from the results shown.
MITF inh, `CCCCN(CCCC)C(=S)SCC(=O)n1c2ccccc2c2ccccc21` → 11
MITF inh, `C=CCOc1ccc(C2/C(=C(/O)c3ccc(OC)cc3)C(=O)C(=O)N2CCN(C)C)cc1` (centres undefined) → 20
TEAD-YAP inh, `Cc1cccc(NC(=O)CSc2nnnn2C2CCCCC2)c1` → 7
FBW7 act, `CC(C)C(=O)Nc1ccc2[nH]c(=O)[nH]c2c1` → -0.1
MITF inh, `CC(=O)n1cc(/C=C(\C)[N+](=O)[O-])c2ccccc21` → -7

Copied from above (3 entries):
SMILES | GPR151 ag | FBW7 act | TEAD-YAP inh | MITF inh
CCN(CC)C(=O)c1sc2nc(-c3cccs3)cc(C(F)(F)F)c2c1N | -0.5 | 0.0 | -2 | -7
CC(=O)n1cc(/C=C(\C)[N+](=O)[O-])c2ccccc21 | 0.0 | -0.6 | 16 | -7
Cc1ccc(C)c(OCC(O)CN2CCCCC2)c1 (centres undefined) | -0.4 | 0.2 | 14 | 10

Screening results (PubChem BioAssay)
